From PubChem
CHT allo act = human CHT allosteric activation. Q9GZV3. AID 488977. CHT-expressing cells, membrane potential dye, choline EC20; hits give high values; LV-AA mutant CHT in HEK293 cells. hit rate 0.49% among 310,000. B-score at 10 µM;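 active = initial fluorescence not abnormally high and integrated response B-score, plate-corrected, over 3 SD above library mean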
Target sequence (Q9GZV3 whole entry, looked up): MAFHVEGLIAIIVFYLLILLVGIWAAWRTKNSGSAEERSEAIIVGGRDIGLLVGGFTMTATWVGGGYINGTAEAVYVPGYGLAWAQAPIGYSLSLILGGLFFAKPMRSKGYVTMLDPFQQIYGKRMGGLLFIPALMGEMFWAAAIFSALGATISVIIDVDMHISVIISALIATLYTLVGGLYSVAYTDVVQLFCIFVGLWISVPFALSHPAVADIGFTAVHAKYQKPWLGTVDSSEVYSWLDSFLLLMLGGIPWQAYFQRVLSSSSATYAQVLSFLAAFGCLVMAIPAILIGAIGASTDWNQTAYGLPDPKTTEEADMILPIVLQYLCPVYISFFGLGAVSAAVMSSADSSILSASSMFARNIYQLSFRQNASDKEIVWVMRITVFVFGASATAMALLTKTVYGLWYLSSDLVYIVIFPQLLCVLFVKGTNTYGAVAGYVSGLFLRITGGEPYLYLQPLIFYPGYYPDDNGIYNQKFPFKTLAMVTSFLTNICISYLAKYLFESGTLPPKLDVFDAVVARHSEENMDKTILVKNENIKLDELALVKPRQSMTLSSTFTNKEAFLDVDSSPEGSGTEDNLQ
STK33 inh = human STK33 kinase inhibition; hit rate 0.073% among 320,000; Q9BYT3; purified STK33, MBP phosphorylation, ADP-Glo luminescence; AID 2661; inhibition, % at 10 µM;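 active = inhibition at or above 25%, using the most active replicate where run in duplicate; inactive = inhibition below 25%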
Target sequence (Q9BYT3 whole entry, looked up): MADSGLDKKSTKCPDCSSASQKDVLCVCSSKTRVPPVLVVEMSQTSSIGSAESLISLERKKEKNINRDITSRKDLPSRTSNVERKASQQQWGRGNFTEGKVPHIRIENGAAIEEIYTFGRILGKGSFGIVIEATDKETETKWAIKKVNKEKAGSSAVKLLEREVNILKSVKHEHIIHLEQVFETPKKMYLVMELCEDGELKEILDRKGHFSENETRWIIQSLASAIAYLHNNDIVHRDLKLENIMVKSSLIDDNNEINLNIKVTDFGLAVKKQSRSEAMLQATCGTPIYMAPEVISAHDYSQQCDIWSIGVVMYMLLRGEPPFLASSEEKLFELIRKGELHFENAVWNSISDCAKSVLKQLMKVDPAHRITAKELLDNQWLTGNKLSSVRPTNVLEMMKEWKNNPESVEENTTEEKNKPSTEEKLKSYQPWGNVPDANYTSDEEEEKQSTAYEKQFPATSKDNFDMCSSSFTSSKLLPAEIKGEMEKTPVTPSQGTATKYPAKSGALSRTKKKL
CHT block = inhibits the human high affinity choline transporter | Q9GZV3 | B-score at 10 µM | CHT-expressing cells, membrane potential dye, choline response; hits give low values | hit rate 0.86% among 310,000;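 active = B-score over 3 SD under the library average, and starting fluorescence ratio not unusually high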;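 also: choline stimulus applied at its EC90 after an EC20 pre-addition; B-score computed on integrated fluorescence ratio after choline addition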
Active calls of the source: *. Outcome played no part in choosing rows; any-hit rate near 1.5%.

How did CS(=O)(=O)N(CC(=O)NC1CC2CCC1C2)c1ccc(Oc2ccccc2)cc1 (stereo not given) do in these assays?
CHT allo act: inactive; STK33 inh: 0.5; CHT block: inactive

Results for O=C1C(=O)N(CCO)C(c2ccccc2[N+](=O)[O-])/C1=C(\O)c1ccccc1 (stereo not given) ?
CHT allo act: inactive; STK33 inh: 0.5; CHT block: inactive

Results for Cc1ccc(C2=NS(=O)(=O)N(C)C(C(=O)Nc3ccc4c(c3)OCO4)=C2)cc1 ?
CHT allo act: inactive; STK33 inh: -1.3; CHT block: inactive

What do the screens show for `CC1CN(Cc2nc3c(c(=O)n(C)c(=O)n3C)n2CCCO)CC(C)O1` (stereo not given)?
CHT allo act: inactive; STK33 inh: -0.6; CHT block: inactive

Results for Cc1ccc(SCC(=O)Nc2ncc(C)s2)cc1 ?
CHT allo act: inactive; STK33 inh: -0.5; CHT block: inactive

How did CCCn1c(SCC(=O)Nc2ccc(S(=O)(=O)N(C)C)cc2)n[nH]c1=O do in these assays?
CHT allo act: inactive; STK33 inh: -0.5; CHT block: inactive

Results for CCOC(=O)Cc1csc(N/N=C/c2cccc([N+](=O)[O-])c2)n1 ?
CHT allo act: inactive; STK33 inh: -2.1; CHT block: inactive

What do the screens show for `CC1=C(C(=O)OCc2ccccc2)C(c2cccc(F)c2)NC(=O)N1` (stereo not given)?
CHT allo act: inactive; STK33 inh: -2.1; CHT block: inactive

How did N#Cc1ccc(C23CC4(C2)[C@H](CN(Cc2ccc(C(F)(F)F)cc2)[C@@H]4c2ccccc2)C3c2ccc(C(F)(F)F)cc2)cc1 (stereo not given in full) do in these assays?
CHT allo act: inactive; STK33 inh: 0.4; CHT block: inactive

Results for Cc1ccc(C)c(NS(=O)(=O)c2cc(C(=O)NCC3CCCO3)ccc2C)c1 (stereo not given) ?
CHT allo act: inactive; STK33 inh: -1.1; CHT block: inactive

Results for NS(=O)(=O)c1ccc(NC(=O)COC(=O)CCNC(=O)NC23CC4CC(CC(C4)C2)C3)cc1 ?
CHT allo act: inactive; STK33 inh: -0.1; CHT block: inactive

Results for NC(=O)c1nsc(C(=O)N(c2ccccc2)C(C(=O)NC2CCCCC2)c2ccc(O)cc2)c1N (stereo not given) ?
CHT allo act: inactive; STK33 inh: -2.7; CHT block: inactive

Results for O=C(c1cc(COc2ccc(F)cc2Cl)on1)N1CCc2ccccc2C1 ?
CHT allo act: inactive; STK33 inh: 0.6; CHT block: inactive

Results for COc1cc(OC)cc(C(=O)N2CCN(C(=O)COc3ccc4ccccc4c3)CC2)c1 ?
CHT allo act: inactive; STK33 inh: -5.0; CHT block: inactive

Results for Cc1cccc(C)c1NC(=O)C1(NC(=O)c2cnccn2)CCCCC1 ?
CHT allo act: inactive; STK33 inh: -0.6; CHT block: inactive

How did Cc1ccn2c(C(=O)CSc3ccc(Cl)cc3Cl)c(C)nc2c1 do in these assays?
CHT allo act: inactive; STK33 inh: 0.7; CHT block: inactive

How did CCCCOC(=O)NCN1C(=O)C2C3C=CC(C3)C2C1=O (stereo not given) do in these assays?
CHT allo act: inactive; STK33 inh: -0.5; CHT block: inactive

What do the screens show for `Cc1cccc(C(=O)Oc2ccc(/C=N/NC(=O)c3ccncc3)cc2)c1`?
CHT allo act: inactive; STK33 inh: 0.3; CHT block: inactive

Results for CCn1c(SCC(=O)Nc2ccc(N3CCOCC3)cc2)nnc1-c1ccco1 ?
CHT allo act: inactive; STK33 inh: 0.9; CHT block: inactive

How did O=C(NCCN1CCN(C(=O)c2cccc(Br)c2)CC1)C(=O)Nc1ccc(Br)cc1 do in these assays?
CHT allo act: inactive; STK33 inh: 0.1; CHT block: inactive

Of the compounds above, these have fluorine.
What do the screens show for `CC1=C(C(=O)OCc2ccccc2)C(c2cccc(F)c2)NC(=O)N1` (stereo not given)?
CHT allo act: inactive; STK33 inh: -2.1; CHT block: inactive

How did N#Cc1ccc(C23CC4(C2)[C@H](CN(Cc2ccc(C(F)(F)F)cc2)[C@@H]4c2ccccc2)C3c2ccc(C(F)(F)F)cc2)cc1 (stereo not given in full) do in these assays?
CHT allo act: inactive; STK33 inh: 0.4; CHT block: inactive

Results for O=C(c1cc(COc2ccc(F)cc2Cl)on1)N1CCc2ccccc2C1 ?
CHT allo act: inactive; STK33 inh: 0.6; CHT block: inactive

The main list resumes, starting two compounds before the break.
Results for CCn1c(SCC(=O)Nc2ccc(N3CCOCC3)cc2)nnc1-c1ccco1 ?
CHT allo act: inactive; STK33 inh: 0.9; CHT block: inactive

How did O=C(NCCN1CCN(C(=O)c2cccc(Br)c2)CC1)C(=O)Nc1ccc(Br)cc1 do in these assays?
CHT allo act: inactive; STK33 inh: 0.1; CHT block: inactive

How did CN=C1SC(CC(=O)Nc2cccc(Cl)c2Cl)C(=O)N1C (stereo not given) do in these assays?
CHT allo act: inactive; STK33 inh: 0.6; CHT block: inactive

What do the screens show for `CC(C)CSC1=NSC2=NC(=O)/C(=C\c3ccccc3)C(=N)N12`?
CHT allo act: inactive; CHT block: inactive

Results for CS(=O)(=O)N(CC(=O)N1CCc2ccccc2C1)c1ccccc1F ?
CHT allo act: inactive; STK33 inh: -0.8; CHT block: inactive

What do the screens show for `CC(=O)Nc1ccc(S(=O)(=O)N2CCN(C(=O)c3ncoc3-c3ccc(C)cc3)CC2)cc1`?
CHT allo act: inactive; STK33 inh: -0.2; CHT block: inactive

How did O=C1[C@@H]2Cc3c([nH]c4ccccc34)CN2C(=O)CN1CCO do in these assays?
CHT allo act: inactive; STK33 inh: 1.8; CHT block: inactive

Results for CCCn1c(C)cc(C(=O)Cn2nnc3ccccc3c2=O)c1C ?
CHT allo act: inactive; STK33 inh: -1.1; CHT block: inactive

How did CC(C)(C)c1ccc(OCC(=O)N2CCN(c3ncccn3)CC2)cc1 do in these assays?
CHT allo act: inactive; STK33 inh: -2.5; CHT block: inactive

Results for CCCCC(CC)CNC(=O)CC1Nc2c3ccccc3nc(=S)n2C1=O (stereo not given) ?
CHT allo act: inactive; STK33 inh: 0.2; CHT block: inactive

Results for O=C(Nc1ccc(N2CCCCC2)c(Cl)c1)c1ncn[nH]1 ?
CHT allo act: inactive; STK33 inh: -1.3; CHT block: inactive

How did CS(=O)(=O)c1ccc(SCC(=O)NC2CCS(=O)(=O)C2)c([N+](=O)[O-])c1 (stereo not given) do in these assays?
CHT allo act: inactive; STK33 inh: 0.1; CHT block: inactive

What do the screens show for `O=C(CSc1nnc(CNC(=O)c2cccc(C(F)(F)F)c2)o1)NCc1ccco1`?
CHT allo act: inactive; STK33 inh: -0.5; CHT block: inactive

What do the screens show for `CCN(CC)CCNC(=O)c1ccc(NS(=O)(=O)c2ccc3c(c2)OCCO3)cc1`?
CHT allo act: inactive; STK33 inh: 0.7; CHT block: inactive

How did COc1cc(OC)cc(C(=O)N2CCN(C(=O)c3cccc(F)c3)CC2)c1 do in these assays?
CHT allo act: inactive; STK33 inh: 0.3; CHT block: inactive

What do the screens show for `NC(=O)c1cccc(NC(=O)CCCCC(=O)Nc2cccc(C(N)=O)c2)c1`?
CHT allo act: inactive; STK33 inh: 0.7; CHT block: inactive

What do the screens show for `Cc1ccc(OCC(=O)N2CCN(S(=O)(=O)c3ccccc3)CC2)c([N+](=O)[O-])n1`?
CHT allo act: inactive; STK33 inh: 0.3; CHT block: inactive

Results for CCN(C(=O)c1cc(S(=O)(=O)N2CCOCC2)cn1C)c1cccc(C)c1 ?
CHT allo act: inactive; STK33 inh: 0.4; CHT block: inactive

Results for COc1ccc(NC(=O)Nc2cccc(Cl)c2Cl)c(OC)n1 ?
CHT allo act: inactive; STK33 inh: 0.0; CHT block: inactive

What do the screens show for `CCOC(=O)C1CCN(Cc2cc(=O)oc3cc(C)ccc23)CC1`?
CHT allo act: inactive; STK33 inh: -0.3; CHT block: inactive

Results for COc1ccc2c(n1)Sc1nc3ccccc3nc1N2 ?
CHT allo act: inactive; STK33 inh: 3.6; CHT block: inactive

Results for COc1cc(C(=O)NCCN2CCOCC2)cc(OC)c1OC ?
CHT allo act: inactive; STK33 inh: -1.1; CHT block: inactive

Results for CCCc1cc(=O)[nH]c(SCC(N)=O)n1 ?
CHT allo act: inactive; STK33 inh: -0.2; CHT block: inactive

How did CCc1ccc(NC(=O)C2C3C=CC(C4CC34)C2C(=O)O)cc1 (stereo not given) do in these assays?
CHT allo act: inactive; STK33 inh: -0.9; CHT block: inactive

Results for CCN(CC)S(=O)(=O)c1cccc(C(=O)OCC(=O)N2CC(=O)Nc3ccccc32)c1 ?
CHT allo act: inactive; STK33 inh: -0.7; CHT block: inactive

Results for CC(=O)N1CCc2cc(S(=O)(=O)NC(CC(C)C)C(=O)N3CCCC3)ccc21 (stereo not given) ?
CHT allo act: inactive; STK33 inh: 0.7; CHT block: inactive

Results for Cc1cccc2cc(C#N)c(NCCNC(=O)NC3CCCCC3)nc12 ?
CHT allo act: inactive; STK33 inh: 0.1; CHT block: inactive

Results for Nc1c(C(=O)Nn2cnnc2)cc([N+](=O)[O-])cc1[N+](=O)[O-] ?
CHT allo act: inactive; STK33 inh: -0.7; CHT block: inactive

How did CN(C)S(=O)(=O)N(CC(=O)N1CCOCC1)c1ccccc1 do in these assays?
CHT allo act: inactive; STK33 inh: -1.2; CHT block: inactive

Results for Cc1ccc(S(=O)(=O)N2CCN(C(=O)C3CCCC3)CC2)cc1C ?
CHT allo act: inactive; STK33 inh: 2.2; CHT block: inactive

How did CC(=O)c1ccc(N/N=C(/C(N)=O)C2=NC(C)(C)Cc3ccccc32)cc1 do in these assays?
CHT allo act: inactive; STK33 inh: 21; CHT block: inactive

How did Cc1ccc(C(=O)COC(=O)CNS(=O)(=O)c2ccc(C)cc2)cc1 do in these assays?
CHT allo act: inactive; STK33 inh: -0.3; CHT block: inactive

Results for O=C(/C=C/c1cc(Br)ccc1O)c1ccco1 ?
CHT allo act: inactive; STK33 inh: -0.3; CHT block: inactive

How did COc1cccc(C(=O)NCCCNC(=O)c2ccccn2)c1 do in these assays?
CHT allo act: inactive; STK33 inh: 3.8; CHT block: inactive

How did COc1cccc(NC(=O)CSCc2n[nH]c(=O)[nH]2)c1 do in these assays?
CHT allo act: inactive; STK33 inh: 0.2; CHT block: inactive

What do the screens show for `COc1cccc(C2=CC(c3ccc(OC)c(OC)c3OC)n3nnnc3N2)c1` (stereo not given)?
CHT allo act: inactive; STK33 inh: 0.1; CHT block: inactive

What do the screens show for `Cc1cccc(CN2CCC(CNC(=O)CCNC(=O)Cn3ccc4ccccc4c3=O)CC2)c1`?
CHT allo act: inactive; STK33 inh: -0.9; CHT block: inactive

Results for S=c1[nH]nc(COc2ccc(Cl)cc2)n1-c1ccccc1 ?
CHT allo act: inactive; STK33 inh: -0.2; CHT block: inactive

How did O=C(C1=C(O)C(=O)N(Cc2ccco2)C1c1cccc(O)c1)c1ccco1 (stereo not given) do in these assays?
CHT allo act: inactive; STK33 inh: 0.0; CHT block: inactive

What do the screens show for `Cc1ccc2nc(Cl)c(C3CC(c4cccs4)=NN3C(=O)CCCC(=O)O)cc2c1` (stereo not given)?
CHT allo act: inactive; STK33 inh: 0.5; CHT block: inactive

Results for CCC(C)NC(=O)CS(=O)Cc1nc(-c2ccccc2C)oc1C (stereo not given) ?
CHT allo act: inactive; STK33 inh: -1.3; CHT block: inactive

Results for COC(=O)CSc1c(-c2ccccc2)c2cc(Cl)ccc2[nH]c1=O ?
CHT allo act: inactive; STK33 inh: 0.0; CHT block: inactive

Retrieved one by one from the list above:
Results for CC(=O)N1CCc2cc(S(=O)(=O)NC(CC(C)C)C(=O)N3CCCC3)ccc21 (stereo not given) ?
CHT allo act: inactive; STK33 inh: 0.7; CHT block: inactive

What do the screens show for `Cc1ccc2nc(Cl)c(C3CC(c4cccs4)=NN3C(=O)CCCC(=O)O)cc2c1` (stereo not given)?
CHT allo act: inactive; STK33 inh: 0.5; CHT block: inactive

Results for Cc1cccc2cc(C#N)c(NCCNC(=O)NC3CCCCC3)nc12 ?
CHT allo act: inactive; STK33 inh: 0.1; CHT block: inactive

How did CN(C)S(=O)(=O)N(CC(=O)N1CCOCC1)c1ccccc1 do in these assays?
CHT allo act: inactive; STK33 inh: -1.2; CHT block: inactive

Results for CCCc1cc(=O)[nH]c(SCC(N)=O)n1 ?
CHT allo act: inactive; STK33 inh: -0.2; CHT block: inactive

(further entries)
How did O=C(O)c1ccccc1-c1ccccc1C(=O)Nc1cccc(-c2nc3ccccc3o2)c1 do in these assays?
CHT allo act: inactive; STK33 inh: -2.2; CHT block: inactive

How did N#CC(C#N)=NNc1ccc([N+](=O)[O-])cc1 do in these assays?
CHT allo act: inactive; STK33 inh: 2.6; CHT block: inactive

What do the screens show for `CCc1ccc(OCCCCCn2ccnc2)cc1`?
CHT allo act: inactive; STK33 inh: -0.3; CHT block: inactive

What do the screens show for `CN(CCC1CCCCO1)C(=O)CCc1nnc(CCc2ccccc2)o1` (stereo not given)?
CHT allo act: inactive; STK33 inh: -1.2; CHT block: inactive

What do the screens show for `O=C(CSC1c2ccccc2C(=O)N1c1ccccc1)N1CCOCC1` (stereo not given)?
CHT allo act: inactive; STK33 inh: -0.8; CHT block: inactive

How did Cc1cc(C(=O)N/N=C/c2ccc(-c3cccc([N+](=O)[O-])c3)o2)n[nH]1 do in these assays?
CHT allo act: inactive; STK33 inh: 0.7; CHT block: inactive

What do the screens show for `COc1ccc(N2C(=O)C(F)(F)C2c2cccc(F)c2)cc1` (stereo not given)?
CHT allo act: inactive; STK33 inh: -0.4; CHT block: inactive

What do the screens show for `COc1ccc2oc3cc(C)[n+]([O-])c(-c4ccc(C)cc4)c3c2c1`?
CHT allo act: inactive; STK33 inh: 1.4; CHT block: inactive

Results for CCCCN(C)C(=O)CCC(=O)Nc1ccc2nc(N3CCOCC3)cc(C)c2c1 ?
CHT allo act: 7.7*; STK33 inh: -4.7; CHT block: inactive

How did O=C(COc1ccccc1O)c1cccs1 do in these assays?
CHT allo act: inactive; STK33 inh: -1.6; CHT block: inactive

How did CC(C)[C@H](NC(=O)NCc1cccs1)C(=O)O do in these assays?
CHT allo act: inactive; STK33 inh: -0.5; CHT block: inactive
